ASM inhibitor: Inhibitors of Secretory Acid Sphingomyelinase (S-ASM): qHTS; Sphingomyelin phosphodiesterase (Homo sapiens), P17405; placental ASM, HMU-PC fluorogenic substrate, 60 min; Potency, µM (top dose mostly 57.5 µM), without a hit: top-dose activity change, negative = inhibition, actives largely listed as inhibitors; hit rate 0.006% among 340,000; also: potency is read from the fitted curve at half-maximal effect
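Fluorescence read-out (Ex 386 nm, Em 447 nm) after stopping the reaction at pH 10. Enzyme: ASM from human placenta; substrate HMU-PC0, 9 uM final; 60 min, 37 °C. Compound preincubation 10 min, ambient temperature.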
Menin MLL FP TR: qHTS Assay for Inhibitors Targeting the Menin-MLL Interaction in MLL Related Leukemias: Competition With Texas Red Labeled MLL-derived Mutant Peptide. O00255. hit rate 0.23% among 270,000. Menin + Texas Red MLL mutant peptide, fluorescence polarization. Potency, µM (highest dose often 61.6 µM), inactives show at the highest dose FP activity change, negative = inhibition, actives largely listed as inhibitors. AID 1768, 2009; active = well fitted inhibition curve with a large enough effect in the polarisation, with a control signal flat, not every such curve was filed as active; inconclusive = small, poorly fitted or top-dose-only effect, or effect the other way, or a change in a side signal; inactive = no such curve, though single readings can be large or run the other way; the % refers to the polarisation; also: potency is read from the fitted curve at half-maximal effect; % of control where 0% means no effect; many of its hits are not listed in these tables
Coupling enz: qHTS Assay for Inhibitors of Fructose-1,6-bisphosphate Aldolase from Giardia Lamblia: Coupling assay counterscreen; hit rate 0.67% among 290,000; activity change, negative = inhibition, % at 58.2 µM, hits read low; coupling enzyme system counterscreen, AmpLite Red fluorescence; AID 2472, 2010; in the data active = activity change below about -30%; also: % is scaled to controls: 0 for no effect and ±100 for the full control effect
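Fluorescence at 525 nm excitation and 598 nm emission measured inhibition of the coupled detection system without aldolase. Compounds (at 57.5 uM final) were preincubated 10 min at room temperature with coupling enzyme reagent before a 20 min substrate/AmpLite Red step.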
GALK inh: qHTS Assay for Inhibitors of Human Galactokinase (GALK); Potency, µM (top dose mostly 57.5 µM), without a hit: at the highest dose activity change, negative = inhibition, most hits filed as inhibitors; hit rate 0.007% among 270,000; P51570; Purified GALK, Kinase-Glo residual ATP luminescence; AID 1868, 2009; also: potency is read from the fitted curve at half-maximal effect; % is scaled to controls: 0 for no effect and ±100 for the full control effect
Target sequence (P51570 whole entry, looked up): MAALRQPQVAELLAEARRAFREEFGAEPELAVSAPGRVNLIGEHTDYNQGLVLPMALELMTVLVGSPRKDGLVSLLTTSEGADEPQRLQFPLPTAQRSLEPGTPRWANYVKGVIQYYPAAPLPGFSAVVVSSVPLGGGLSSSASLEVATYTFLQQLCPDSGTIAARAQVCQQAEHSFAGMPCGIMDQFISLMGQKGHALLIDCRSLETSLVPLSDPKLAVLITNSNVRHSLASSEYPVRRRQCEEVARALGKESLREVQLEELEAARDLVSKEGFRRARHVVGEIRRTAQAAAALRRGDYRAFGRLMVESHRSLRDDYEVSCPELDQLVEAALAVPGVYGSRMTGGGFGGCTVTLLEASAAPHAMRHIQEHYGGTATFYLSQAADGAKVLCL
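5 nM enzyme, 35 uM ATP, 100 uM galactose, 20 mM HEPES pH8.0, 5 mM MgCl2; 1 h RT; residual ATP by Kinase-Glo Plus luminescence, qHTS format.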
B2AR arrestin: qHTS assay of beta-arrestin-biased ligands of beta2-adrenergic receptor; Beta-2 adrenergic receptor (Homo sapiens), P07550; beta-arrestin recruitment to beta2AR, cell-based reporter; AID 492947, 2010; Potency, µM (highest dose often 46.1 µM), for inactives: at the highest dose activation, usual class: activators; hit rate 0.02% among 330,000;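 also: potency is read from the fitted curve at half-maximal effect; 0% = DMSO controls and full agonism = EC100 isoproterenol or metaproterenol; nearly all actives have a fitted effect of over 65% in size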
Tb PFK inh: qHTS Assay to Find Inhibitors of T. brucei phosphofructokinase. ATP-dependent 6-phosphofructokinase (Trypanosoma brucei brucei), O15648. T. brucei PFK, ADP-Glo luminescence. Potency, µM (top dose mostly 57.5 µM), for inactives: top-dose activity, negative = inhibition, usual class: inhibitors. hit rate 0.17% among 330,000. AID 485367, 2010;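 also: potency is read from the fitted curve at half-maximal effect; 0% = uninhibited 1x PFK enzyme wells and -100% = no-enzyme wells; nearly all actives have a fitted effect of over 60% in size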
Target sequence (O15648 whole entry, looked up): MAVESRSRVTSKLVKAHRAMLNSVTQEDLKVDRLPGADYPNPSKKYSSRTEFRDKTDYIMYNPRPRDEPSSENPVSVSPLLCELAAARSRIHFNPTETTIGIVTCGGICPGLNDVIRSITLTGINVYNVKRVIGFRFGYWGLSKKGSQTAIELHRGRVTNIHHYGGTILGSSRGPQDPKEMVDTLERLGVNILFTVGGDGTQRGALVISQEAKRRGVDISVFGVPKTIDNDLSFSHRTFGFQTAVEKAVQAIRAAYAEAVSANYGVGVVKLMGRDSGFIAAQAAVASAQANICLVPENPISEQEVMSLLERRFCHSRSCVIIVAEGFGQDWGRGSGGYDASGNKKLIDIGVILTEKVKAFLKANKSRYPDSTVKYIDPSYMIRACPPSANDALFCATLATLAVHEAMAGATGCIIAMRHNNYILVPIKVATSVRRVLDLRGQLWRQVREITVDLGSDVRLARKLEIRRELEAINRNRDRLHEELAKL
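1.25 nM PFK with 0.5 mM F6P and 0.1 mM ATP in 0.1 M TEA pH 8.0, 5 mM MgCl2, incubated 45 min at room temperature; ADP measured by ADP-Glo luminescence; compounds titrated up to 57 uM.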
BCR signal inh: qHTS Assay to Find Inhibitors of Chronic Active B-Cell Receptor Signaling; hit rate 0.05% among 340,000; ABC-DLBCL IkBa-CBG/CBR reporter, luminescence ratio, 4 h; Potency, µM (series often up to 46.1 µM), without a hit: top-dose ratio change, negative = lower green/red ratio, hits mostly inhibitors; AID 493014, 2011; active = well fitted inhibition curve with a large enough effect in the signal ratio, with a control signal flat, not every such curve was filed as active; inconclusive = small, poorly fitted or top-dose-only effect, or effect the other way, or a change in a side signal; the % refers to the signal ratio;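 also: potency is read from the fitted curve at half-maximal effect; plate controls were basal doxycycline-induced cells for no effect and cells given 10 µM MG132 for full effect; MG132 reads +100%, hits lower the ratio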
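Compounds up to 46 uM were incubated four hours with TMD8 cells whose green CBG68 luciferase is fused to IkappaBalpha; red CBR luminescence normalised the signal, and concentration-effect curves were fitted to fusion, red and ratio data.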
a7 integrin act: qHTS for Activators of Integrin-Mediated Alleviation for Muscular Dystrophy; hit rate 0.064% among 350,000; alpha7betagal myoblasts, beta-gal FDG fluorescence, 48 h; AID 624291, 2012; Potency, µM (doses to about 38.3 µM), for the others: top-dose activation, hits mostly activators;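 also: potency is read from the fitted curve at half-maximal effect; 100% = response of the positive control SU9516; nearly all actives have a fitted effect of over 60% in size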
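alpha7betagal+/- myoblasts (passage 13, 250/well) treated 48 h at 37C with compounds at 1:260 dilution of DMSO stock. Lysed, then beta-galactosidase activity read as FDG fluorescence (ex 480/em 540) after 30 min, with pre-read for autofluorescence.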
PTAP TSG101 blk: qHTS Assay for Iinhibitors of HIV-1 Budding by Blocking the Interaction of PTAP/TSG101 | AID 493005, 2010 | Tumor susceptibility gene 101 protein (Homo sapiens), Q99816 | Fluorescence polarization, FITC-PTAP peptide / Tsg101 binding | Potency, µM (series often up to 115 µM), inactives show at the highest dose activity change, negative = inhibition, actives largely listed as inhibitors | 340,000 tested, under 10 active; active = well fitted inhibition curve with a large enough effect in the main read-out, with a control signal flat, not every such curve was filed as active; inconclusive = small, poorly fitted or top-dose-only effect, or effect the other way, or a change in a side signal; inactive = no such curve, though single readings can be large or run the other way; also: potency is read from the fitted curve at half-maximal effect; % of control where 0% means no effect
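Compounds were pin-transferred onto Tsg101 binding domain (10 uM final) in HEPES pH 7.5 buffer, then FITC-PTAP peptide was added at 50 nM final. After 20 min at RT, polarization reported peptide displacement across a qHTS concentration series.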
Giardia killer: Small Molecules that selectively kill Giardia lamblia: qHTS; Giardia lamblia trophozoite viability; activity change, % at 7.66 µM, hits read low; hit rate 0.15% among 340,000; in the data active = activity change below about -80%; inconclusive = between about -30% and that limit;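 also: parasites exposed to compound for two days anaerobically before the ATP read; % is scaled to controls: 0 for no effect and ±100 for the full control effect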
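Giardia lamblia trophozoites (100 cells/well) were incubated with compounds for 48 h at 37 deg C under anaerobic conditions. Viability was read as ATP content by one-step luminescence after 15-30 min at room temperature.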
PKM2 act: qHTS Assay for Activators of Human Muscle isoform 2 Pyruvate Kinase; Potency, µM (series often up to 57.5 µM), inactives show at the highest dose activation, actives largely listed as activators; AID 1631, 2009; purified PKM2, Kinase-Glo ATP luminescence, activation; response scale: 0% is enzyme alone, no compound; hit rate 0.34% among 260,000; Pyruvate kinase PKM (Homo sapiens), P14618; also: potency is read from the fitted curve at half-maximal effect; % is scaled to controls: 0 for no effect and ±100 for the full control effect; nearly all actives have a fitted effect of over 55% in size
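hPK-M2, >95% pure; 0.1 mM ADP / 0.5 mM PEP final; imidazole pH7.2 buffer w/ 7 mM MgCl2, 50 mM KCl; 1 h RT; Kinase-Glo lum. Intermediate enzyme activity for dual inhibitor/activator qHTS.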
An asterisk follows results filed as active; ? = inconclusive; nt = no result given; [ ] = remark or other dose. Unless noted, calls follow the shape of the dose curve; as a rule, active = well fitted curve in the direction sought with a large enough effect; inconclusive = small, poorly fitted or top-dose-only effect, or another doubt; inactive = no such curve, though single readings can be large; an effect the other way counts as inactive or inconclusive. These rows are one share of the data; rates above refer to the full screens.

SMILES	ASM inhibitor	Menin MLL FP TR	Coupling enz	GALK inh	B2AR arrestin	Tb PFK inh	BCR signal inh	a7 integrin act	PTAP TSG101 blk	Giardia killer	PKM2 act
CC(=O)c1c(C)[nH]c(C(=O)Nc2cccc(C)c2C)c1C	-1.8%	-10.4%	-2.9	-3.9%	-0.5%	1.7%	0.0%	25.8%	-0.1%	-8.4	?
COc1ccc(CNc2nc(NC(C)=O)nn2-c2ccccc2)cc1	-0.7%	-7.4%	-1.8	-0.1%	-0.1%	0.1%	1.0%	?	-4.1%	-17.1	0.0%
O=C(NCc1ccccc1)C(c1ccncc1)N(C(=O)c1csnn1)c1ccccc1F (stereo unspecified)	-2.6%	-23.5%	2.0	-1.2%	-0.1%	5.1%	-5.0%	3.8%	-1.9%	-8.7	2.3%
O=C(COC(=O)Cc1c(F)cccc1Cl)NC1CCS(=O)(=O)C1 (stereo unspecified)	-2.2%	nt	nt	nt	0.1%	0.0%	1.1%	9.3%	-0.7%	-5.2	nt
NC(=O)CC(NC(=O)Cc1cccc2ccccc12)c1ccc(N2CCCCCC2)c([N+](=O)[O-])c1 (stereo unspecified)	-12.8%	-14.3%	-0.7	nt	-0.5%	0.6%	-5.9%	-8.6%	-0.3%	3.1	1.2%
CC(C)OC(=O)c1ccc(COC(=O)c2cccc(-c3nnc(-c4ccccc4)o3)c2)cc1	2.3%	-4.0%	6.8	-1.5%	0.0%	8.0%	-0.1%	21.4%	-2.3%	3.3	-5.3%
COc1ccc(N2CCN(C(=O)c3oc4ccccc4c3NC(=O)CCc3cc(OC)no3)CC2)cc1	-5.7%	-11.5%	2.2	7.2%	-0.9%	0.7%	5.3%	15.8%	-5.6%	-13.7	2.9%
COc1cc(NC(=S)Nc2cccc(C)n2)cc(OC)c1OC	3.3%	0.2%	-0.2	-0.4%	0.0%	-1.4%	1.2%	7.7%	-4.3%	31.3[activator]	-7.1%
CSc1ccc(C(c2c(C(=O)O)[nH]c3ccccc23)c2c(C(=O)O)[nH]c3ccccc23)cc1	?	?	12.7	-11.9%	-0.7%	-1.1%	?	3.5%	-9.1%	-11.5	-0.6%
Cc1ccc(-c2nn3c(C)nnc3s2)cc1NC(=O)CSc1ccc(Cl)cc1	-1.0%	-6.8%	1.3	-0.4%	-1.8%	-4.4%	4.2%	-5.0%[7.66 µM]	-5.4%	-14.7	5.4%
O=C(NNC(=O)c1ccc2c(c1)OCO2)NC12CC3CC(CC(C3)C1)C2	2.5%	1.0%	-1.4	0.4%	-0.1%	-6.0%	?	-11.7%	-1.7%	-12.9	-10.4%
CCOc1cc(C#N)c(NC(=O)c2cccnc2Cl)cc1OCC	-3.5%	-14.9%	4.6	-0.2%	-0.1%	0.4%	-4.1%	-23.6%	-4.6%	-7.2	-0.7%
CN1CCC(=O)N([C@H](CC#N)c2ccccc2)CC1	6.8%	2.7%	-1.0	nt	0.1%	1.2%	1.3%	5.0%	-1.0%	-9.4	-1.6%
Cc1nc2cc(-c3ccsc3-n3c(C)ccc3C)[nH]n2c(=O)c1Cl	1.6%	?	-0.7	-3.6%	0.0%	?	9.5%	?	-4.1%	6.2	5.9%
CCOC(=O)c1c(-c2ccc(OCC)cc2)csc1NC(=O)CCN1C(=O)c2ccccc2C1=O	nt	2.8%	-0.7	0.0%	-0.2%	0.0%	5.6%	nt	nt	nt	-12.2%
NC(=O)C1CCCN(CC(=O)Nc2ccccc2C(=O)NC2CC2)C1 (stereo unspecified)	0.0%	nt	nt	nt	-0.4%	5.1%	-0.3%	0.9%	-2.2%	-2.0	nt
COc1ccc(/C(C)=N/NS(=O)(=O)c2ccccc2)c(OC)c1	-2.2%	-15.0%	-0.1	-0.4%	-0.2%	5.9%	2.3%	8.8%	1.6%	-22.3	-5.6%
Cc1cc(NC(=O)C(C)Oc2ccccc2)no1 (stereo unspecified)	-2.1%	12.0%	2.6	-2.7%	-0.2%	0.0%	4.0%	-24.2%	-7.5%	3.8	nt
CCOC(=O)N1CCC(N2C(=O)c3ccc(C(=O)Nc4ccc(OC)c(OC)c4)cc3C2=O)CC1	0.0%	6.7%	4.7	1.0%	0.7%	0.5%	1.6%	?	-6.1%	-7.1	nt
COc1cccc(NC(=O)CNS(=O)(=O)c2ccc3nc(C)sc3c2)c1	-0.7%	18.9%	-0.5	-1.5%	0.5%	-2.4%	-0.8%	-15.6%	-6.5%	0.1	13.0%
CN(Cc1cnccn1)C(=O)c1cc(COc2cccc(C(F)(F)F)c2)on1	4.5%	-0.8%	0.2	-2.8%	8.6%	0.9%	?	-2.1%	1.1%	-27.3	3.8%
CN(Cc1cc([N+](=O)[O-])ccc1Cl)C(=O)C[n+]1ccccc1	-2.9%	12.7%	-1.9	nt	0.0%	-5.4%	2.6%	14.7%	-2.9%	15.7	nt
O=S(=O)(Nn1cnnc1)c1ccc2ccccc2c1	2.7%	9.6%	3.5	-2.3%	-0.2%	-1.3%	-3.7%	?	-6.0%	-1.1	-2.8%
Cc1ccc(-c2nc(Cl)nc3ccccc23)cc1	-3.1%	-0.4%	1.9	-0.9%	0.5%	2.2%	0.5%	-11.8%	-0.2%	20.8	0.9%
CC(C)Oc1ccc(C(=O)N2CCN(C(=O)c3ccco3)CC2)cc1	-1.7%	nt	nt	-1.6%	0.0%	0.0%	1.4%	-0.5%	-5.4%	1.7	nt
COc1ccc(CNCCCSc2ncccn2)c(OC)c1	-0.3%	-7.8%	-0.9	-0.5%	0.4%	1.9%	8.3%	-20.3%	-2.1%	23.0	4.1%
Cc1nc2nc(C)c(NS(=O)(=O)c3ccc(CC(C)C)cc3)c(=O)n2[nH]1	2.7%	3.3%	3.5	-0.7%	-0.1%	-4.2%	3.3%	4.3%	-9.1%	-10.9	0.5%
COC(=O)C1CCN(C(=O)/C=C/c2ccc(OC)cc2)CC1	0.6%	-0.2%	0.1	0.0%	-0.1%	-4.1%	?	19.3%	-5.1%	-3.2	-6.2%
CCCn1c(CCc2ccccc2)nnc1SCC(=O)N1CCCC1	-1.0%	-19.7%	1.3	-0.5%	-0.1%	-1.4%	?	6.1%	-1.6%	-7.6	7.1%
COC(=O)[C@@H](Cc1ccccc1)NC(=O)NCCc1c[nH]c2ccccc12	7.9%	5.0%	-1.6	-1.2%	-1.2%	-5.3%	-2.0%	5.8%	0.8%	-14.5	nt
CCOC(=O)c1ccc(-c2nnc(-c3ccc(Cl)cc3Cl)o2)cc1	2.6%	-2.4%	2.1	-2.8%	-0.2%	-1.1%	-8.9%	-0.3%	-6.0%	5.3	11.3%
CCOc1cccc(/C=N/N2CCN(c3ccc(Cl)cc3)CC2)c1O	-7.1%	5.8%	-2.2	-1.9%	-0.3%	0.3%	-0.1%	0.0%	3.2%	-0.6	nt
O=C(NCc1cccs1)c1cc2ccccc2o1	0.1%	7.3%	1.3	2.5%	0.5%	-3.4%	?	7.7%	-8.7%	-7.5	?
CC(=O)N=C1C=CC(=CN(O)C(C)(C)Cc2ccccc2)C=C1	-6.5%	nt	nt	nt	0.1%	-2.6%	-3.1%	10.5%	-2.8%	?	nt
COc1ccc(C2c3ccc4ccccc4c3Oc3ncn(CCCO)c(=N)c32)cc1OC (stereo unspecified)	-5.6%	nt	0.1	-2.8%	-0.6%	2.1%	?	-63.0%[inhibitor]	-10.4%	-16.8	14.6%
O=C(COC(=O)CNC(=O)c1ccccc1F)Nc1ncc(Cl)cc1Cl	2.0%	nt	nt	nt	0.4%	-6.7%	9.3%	-8.5%	-7.6%	5.7	nt
CCCc1cc(=O)oc2cc(C)cc(OC(C)C(=O)NCC(O)c3ccccc3)c12 (stereo unspecified)	-0.1%	-2.8%	6.8	2.1%	-0.7%	0.7%	?	-7.4%	0.0%	-10.6	-0.3%[0.46 µM]

Screening data: PubChem, National Center for Advancing Translational Sciences (NCATS)
